PKA-R1A act: PKA-R1A complex activation; PKA-R1A dissociation, Cy5-IP20 fluorescence polarization; scaled: DMSO 0%, 113 µM cGMP 100%; 0.083% of 340,000 active; activation, % at 11.4 µM;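 active = percent activation above the mean of all tested compounds plus 3 SD, cut at about 19% in these data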;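 also: higher means more PKAc released from R1A so a rise in polarization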
MITF act: MITF TRPM1 promoter activation in melanoma cells | SK-MEL-5 TRPM1-promoter luciferase, 24 h; % of positive control, neutral wells = 0 | activation, % at 12.5 µM | 0.75% of 300,000 active;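 active = mean activation of at least 80% with every replicate also reaching 80%; inconclusive = mean reaches 80% but some replicate falls short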;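 also: 0% = neutral control wells and 100% = parthenolide positive control wells; values of inactives mirror those of a sister screen read the other way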
CDK5 p35 inh: blocks human CDK5/p35 kinase activity | Q00535+Q15078 | Recombinant CDK5/p35, ADP-Glo luminescence, 60 min | inhibition, % at 10 µM | 0.01% of 330,000 active;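 active = highest replicate inhibition of at least 50% and at least 75% of replicates reaching 50%; inconclusive = only one of the two criteria met; inactive = both criteria failed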;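 also: plate controls were DMSO neutral control for no effect and GW8510 at 10 µM for full effect; many of its hits are not listed in these tables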
SR-BI DiI-HDL act: enhances SR-BI lipid uptake from DiI-HDL. AID 504775. CHO ldlA[mSR-BI] cells, DiI-HDL uptake fluorescence, 3 h; 100 = double the neutral-control signal. activation, % at 12.5 µM. 0.096% of 320,000 active;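 active = mean replicate activation of at least 60% and every replicate at or above 60%; inconclusive = mean or all-replicate condition met, but not both; inactive = mean below 60% and not all replicates reaching 60%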;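 also: 0% = median plate neutral-control signal and 100% = twice that signal; values of inactives mirror those of a sister screen read the other way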
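System: LDL receptor-deficient CHO ldlA cells overexpressing murine SR-BI | Timing: 3 h uptake period with compound, 37 °C | Medium: HEPES-buffered (25 mM, pH 7.4) F12 plus 0.5% BSA | Dosing: Single-point compound dose | Signal: Bottom-read fluorescence, 550/595 nm | Read-out: Retained DiI signal reflecting DiI-HDL uptake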
Pemphigus Ab inh: inhibitors of pemphigus antibody binding to human desmoglein-3; P32926; binding (percent of control), % at 10 µM; 0.48% of 310,000 active; DSG3-coupled beads, scFv-anti-DSG3-GFP binding, flow cytometry; hits give low values;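 active = binding more than 3 SD below its plate's average and above zero; inconclusive = below that plate limit but binding exactly zero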;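 also: hits lower antibody fragment binding to DSG3; some compounds called inactive have numbers as strong as hits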
NSD2 HMT inh: blocks human histone methyltransferase NSD2 | O96028 | NSD2 peptide methylation, AlphaScreen, 120 min | inhibition, % at 12.5 µM | 0.54% of 310,000 active | AID 743445; in the data active = inhibition above about 50%
SR-BI DiI inh: inhibitors of mouse SR-BI mediated HDL lipid uptake. 0.96% of 320,000 active. Q61009. ldlA[mSR-BI] CHO cells, DiI-HDL uptake fluorescence, 3 h. inhibition, % at 12.5 µM;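 active = mean replicate inhibition of at least 70% and a set share of replicates each scoring 70 or more; inconclusive = meets just one of the two criteria; inactive = fails both criteria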;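 also: 0% = median of neutral control wells and 100% = median of positive control wells; values of inactives mirror those of a sister screen read the other way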
Arrestin-AP2 inh: inhibitors of human beta-arrestin and AP2 interaction; inhibition, % at 10 µM; 0.31% of 340,000 active; FITC-arrestin peptide / GST-AP2 beads, flow cytometry; AP2 beta2 appendage carries R879A mutation;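 active = inhibition above a set limit, near 3 SD of compounds lacking own fluorescence, cut at about 54% in these data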;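 also: plate controls were DMSO wells for no effect and 5 µM unlabelled arrestin peptide for full effect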
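System: GST-AP2 R879A glutathione beads; medium: PBS, Tween 20 0.05%, BSA 0.1%; reagent: fluorescein-tagged arrestin peptide at 50 nM final; schedule: pre-incubation 12 min, peptide binding 1 h, room temperature; detection: flow cytometry, FL1 (488/535 nm); read-out: inhibition as reduced fluorescein signal on beads, percent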
dFosB act: activators of mouse delta FosB homodimer | activation, % at 25 µM | 0.99% of 340,000 active | AID 493131 | purified delta FosB, TAMRA-CDK5 oligo fluorescence polarization; percent of positive-control signal above neutral wells;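 active = mean activation above about 17%, with every replicate also reaching it, limit read from the data, passing the limit was not always enough; inconclusive = only one of the two conditions met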;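 also: fluorescence polarization rise as delta FosB binds a TAMRA Cdk5 AP-1 oligo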
SUMO Mot1 rescue: blocks SUMOylation pathway, rescuing yeast Mot1-301 growth | S. cerevisiae Mot1-301 growth rescue, ATP luminescence, 38.5C; percent above DMSO median, 100 means doubled | AID 2716 | 1% of 320,000 active | growth rescue, % at 18.8 µM;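 active = every valid replicate shows activation above 250% relative to neutral control wells; inactive = the rest, any valid replicate at or below 250%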;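 also: OY570 slx delta 5 strain wells were the positive control but not used for scaling; some compounds called inactive have numbers as strong as hits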
PKA-R2B act: PKA-R2B complex activation; P22694+P31323; 0.079% of 340,000 active; PKA-R2B holoenzyme dissociation, Cy5-IP20 fluorescence polarization; R2B truncated from residue 108, S112A mutant; 0% DMSO only, 100% 113 µM cGMP; activation, % at 11.4 µM;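 active = activation above a cutoff set at the mean over all compounds plus 3 SD, cut at about 18% in these data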;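 also: higher means more holoenzyme dissociation and a rise in polarization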
* = called active by the depositor; ? = inconclusive; nt = not tested or not shown.

no.	PKA-R1A act	MITF act	CDK5 p35 inh	Structure	SR-BI DiI-HDL act	Pemphigus Ab inh	NSD2 HMT inh	SR-BI DiI inh	Arrestin-AP2 inh	dFosB act	SUMO Mot1 rescue	PKA-R2B act
1	-10	2	0.0	CCOc1ccccc1-n1c(COc2ccc(C)cc2)nnc1SCC(N)=O	19	95	nt	-19	2	-2	12	-12
2	0	nt	0.6	Cn1nnnc1SCC(=O)c1c(N)n(C)c(=O)n(C)c1=O	-10	106	1	10	-5	-1	6	12
3	-12	-1	-8.1	COc1ccc(S(=O)(=O)N2CCN(CC(=O)Nc3sccc3C(N)=O)CC2)cc1OC	24	nt	-3	-24	-18	0	-4	-14
4	6	6	-0.2	CCN(CC)c1ccc(C(=O)OCc2c(C)noc2C)cc1	-13	107	-5	13	-17	-3	-3	-8
5	-3	1	-0.4	OCc1n[nH]c(CO)n1	7	104	-2	-7	2	2	10	-2
6	3	25	-0.4	O=C(Nc1cc2nn(-c3ccccc3)nc2cc1Cl)c1ccco1	nt	92	1	nt	30	3	-3	0
7	0	8	-5.8	O=C(CCCN1C(=O)c2cccc3cccc(c23)C1=O)N1CCN(c2ccccc2O)CC1	-12	100	1	12	1	-5	-8	1
8	3	2	-1.3	COc1cccc(CNc2ncn[nH]2)c1OCc1ccccc1F	5	96	-3	-5	14	3	17	3
9	-4	3	-3.8	COc1ccc(C(=O)OCc2c(F)cccc2Cl)cc1S(=O)(=O)N1CCOCC1	-59	nt	-5	59	-1	-13	nt	-13
10	-2	3	-0.4	CCOC(=O)c1[nH]ncc1CN1CCCC(C(=O)c2ccc(OC)cc2C)C1 (stereo not drawn)	10	82	2	-10	2	1	3	-1
11	-7	nt	1.8	COC(=O)Nc1nnc(Cc2ccc(OC)cc2)s1	?	98	2	-326	3	-8	43	-1
12	-10	6	1.4	Cc1cccc(N(CC(=O)NC2CCCC2)C(=O)c2cc3cc4cccc(C)c4nc3s2)c1C	49	91	0	-49	0	-6	-2	-1
13	-16	54	0.2	CCc1ccc(C(=O)COC(=O)CNC(=O)C2CCCCC2)cc1	13	99	-2	-13	14	-1	nt	-6
14	-3	-7	nt	CC(=O)Nc1c(NC(C)C)c2ccccc2oc1=O	-19	nt	0	19	1	-4	1	-2
15	-9	-3	1.2	O=C(NCc1ccc(N2CCCC2=O)cc1)c1cn(CCc2ccccc2)nn1	15	92	1	-15	11	-5	-12	-11
16	3	5	0.7	COc1ccc(C2/C(=C(\O)c3cc(C)ccc3C)C(=O)C(=O)N2CCN(C)C)cc1OC (stereo not drawn)	20	91	3	-20	9	-7	-4	0
17	-1	15	-0.2	C=CCn1c(SC)nnc1-c1cccc([N+](=O)[O-])c1	-8	86	-4	8	-5	0	-13	-3
18	-11	-4	-1.5	O=c1[nH]c(CSc2nnc(Cc3ccccc3)o2)nc2ccccc12	28	101	0	-28	-12	-5	-10	1
19	-2	1	0.7	O=C(OCC(=O)N1CCCCC1)c1ccccc1SCC(=O)N1CCCCC1	-3	106	5	3	11	-11	1	-2
20	1	16	-0.8	CN(CCCNC(=O)CN1C(=O)CC(C)(C)S(=O)(=O)c2ccccc21)C1CCCCC1	nt	95	1	nt	-3	-1	-1	7
21	2	4	0.9	COc1ccc(/C(C)=N/N=C2/NC(=O)CC(C(=O)O)S2)cc1 (stereo not drawn)	3	93	-1	-3	39	-2	-4	-2
22	1	2	-0.8	CCC(CC)c1ncc[nH]1	-1	87	-5	1	-18	0	-11	-1
23	-6	5	-1.9	CN1CCC(=NNC(=O)C(=O)NC2CCCC2)CC1	15	105	-2	-15	-1	-3	2	3
24	2	86*	-0.8	CCN1CCc2c(sc(NC(=O)C3COc4ccccc4O3)c2C(N)=O)C1 (stereo not drawn)	-22	97	0	22	4	-1	-12	-1
25	-3	-11	-1.7	COc1ccc(N2CCN(C(=O)Cn3nnc(-c4cccs4)n3)CC2)cc1	-31	109	5	31	3	-4	10	-5
26	-13	12	1.4	Cc1nnc(SCC(=O)N(C)C2CCCCC2)s1	24	108	-33	-24	-13	-4	-9	-17
27	-8	5	-1.4	CCN(CC)c1ccc(NC(=O)c2ccc(S(=O)(=O)N3CCOCC3)cc2)cc1	-28	95	6	28	5	-3	-11	0
28	-1	3	0.2	CN(C)C(=O)CN1C(=O)NC(c2ccccc2)(c2ccccc2)C1=O	nt	nt	-1	nt	0	-13	-9	-10
29	7	7	-0.1	CSC1=NCCN1C(=O)C12CC3CC(CC(C3)C1)C2	0	117	5	0	5	-8	-1	-5
30	-13	-10	-0.1	O=[N+]([O-])c1ccccc1S(=O)(=O)N1CCN(S(=O)(=O)c2ccc3c(c2)OCCO3)CC1	22	102	nt	-22	2	-11	15	-5
31	-4	1	1.0	COc1ccc(Cl)cc1C(=O)NCCCSc1ccccc1	-19	97	nt	19	-5	-9	-17	-3
32	-1	4	2.4	O=C(c1ccco1)N1CCN(C(=O)C2CCN(S(=O)(=O)c3cccs3)CC2)CC1	19	104	nt	-19	6	-10	-11	9
33	-1	2	-0.5	Nc1ncnc2c1ncn2[C@@H]1O[C@H](CNC(=O)[C@@H](N)Cc2ccc(C(F)(F)F)cc2)[C@@H](O)[C@H]1O	5	102	nt	-5	-16	-6	nt	-3
34	0	4	-1.3	CCOC(=O)c1nn(-c2ccc(OC)cc2)c(=O)c2c(N)scc12	-48	nt	13	48	18	1	4	-19
35	-6	41	0.3	Nc1ccc2nc(SCc3ccccc3F)sc2c1	-17	105	6	17	-19	-2	11	4
36	0	nt	0.5	CC(C)c1ccc(OCC(=O)Nc2ccc(S(=O)(=O)Nc3ccccn3)cc2)cc1	nt	116	-2	nt	-1	1	-5	3
37	-9	6	-0.1	Cc1ccc(S(=O)(=O)Nc2cc3c4c(c2)CCC(=O)N4CCC3)cc1	-26	100	6	26	22	-21	187	-1
38	9	-9	0.0	S=c1[nH]nc(-c2cccc(Cl)c2)n1/N=C/c1ccc(-c2ccccc2Br)o1	nt	91	nt	nt	-10	42*	121	-1
39	1	1	-3.1	O=C(CSc1nc2ccccc2c(=O)n1CCCO)N1CCc2ccccc21	-6	107	nt	6	-1	0	7	-27
40	-12	8	-1.3	CC(=O)N1CN(S(=O)(=O)c2ccc(C)cc2)CC1C (stereo not drawn)	12	100	-2	-12	-1	3	-20	2
41	4	-2	0.6	O=C(COC(=O)CNS(=O)(=O)c1ccc(F)c(F)c1F)NC1CC1	31	98	1	-31	-4	4	-9	-10
42	-9	-8	-0.2	CN(CC(=O)Nc1ccc(OC(F)F)cc1)S(=O)(=O)/C=C/c1ccccc1	12	109	0	-12	-7	-3	20	-1
43	-1	4	-0.1	COc1ccc(-c2csc3ncnc(N4CCN(S(=O)(=O)c5cccc(F)c5)CC4)c23)cc1	4	102	0	-4	27	-10	142	-4
44	-7	9	-1.4	Cc1ccccc1-n1ccnc1SCC(=O)NC1CCCC1	-11	105	-1	11	-14	2	-9	-2
45	4	-18	0.0	CCCCNC(=O)CSc1nc2n[nH]c(C)c2c(=N)n1-c1cccc(Cl)c1C	-6	94	-4	6	16	-5	-7	0
46	-4	24	0.6	Cc1cccc(CSc2ncc(CO)n2C)c1	12	100	14	-12	15	3	-5	-4
47	0	12	-1.7	CCNC(=S)N1CCN(CC(=O)Nc2ccc(Br)cc2)CC1	12	104	1	-12	-17	-4	-2	8
48	nt	3	-0.5	C#CCSc1[nH]c(=O)cc(C)c1C#N	3	97	0	-3	-1	6	-13	nt
49	0	nt	0.7	CCOc1ccc(N2CC(C(=O)Nc3ccccc3F)CC2=O)cc1 (stereo not drawn)	31	108	2	-31	25	-3	6	-3
50	-5	3	-0.7	Cc1cc(NC(=O)Cn2c(C)nc3ccccc3c2=O)ccc1Br	nt	nt	0	nt	-3	?	4	2
51	6	-6	-0.5	CCOC(=O)CC/C(C)=N\N=C1\SC(CC(=O)O)C(=O)N1c1ccccc1 (stereo not drawn)	nt	98	-3	nt	-5	1	9	-1
52	-3	20	-1.3	O=C(O)CSc1c2c(nc3cc(C(=O)Nc4cccc(C(F)(F)F)c4)ccc13)CCC2	-26	nt	2	26	6	-19	50	8
53	-1	2	1.0	C=C(C)Cn1c(-c2cccs2)n[nH]c1=S	14	116	-1	-14	-15	-1	14	0
54	-6	1	-1.7	Cc1ccc(SCC(=O)OCC(=O)NCC2CCCCC2)cc1C	11	109	-1	-11	13	-6	-13	-6
55	4	-1	0.7	CC1=C([N+](=O)[O-])C(c2ccccc2C(F)(F)F)NC(=O)N1C (stereo not drawn)	-6	110	-1	6	-9	-2	472	-1
56	-2	5	-0.3	CN(C)C(=O)C[n+]1cccc(/C=N/O)c1	34	97	-3	-34	-9	2	19	-8

Next structures:
no.	PKA-R1A act	MITF act	CDK5 p35 inh	Structure	SR-BI DiI-HDL act	Pemphigus Ab inh	NSD2 HMT inh	SR-BI DiI inh	Arrestin-AP2 inh	dFosB act	SUMO Mot1 rescue	PKA-R2B act
57	9	5	-1.6	Cc1nc(COc2ccc(C(=O)Nc3ccccc3N3CCOCC3)cc2)cs1	-66	107	1	66	4	-7	-12	-5
58	3	nt	-0.3	CCOC(=O)COc1ccc(Br)cc1/C=C1\SC(N)=NC1=O	4	144	3	-4	3	-12	-6	-13
59	1	1	-1.3	Cc1ccc(S(=O)(=O)N2CCN(S(C)(=O)=O)C2C)cc1 (stereo not drawn)	5	105	2	-5	19	-7	94	-5
60	-16	18	-2.1	CC(C)(C)c1nc(-c2ccccc2)nc2c1OCCC2	11	102	nt	-11	12	-4	-2	-2
61	-4	-5	-10	Cn1nc(C(=O)OCC(=O)Nc2ccccc2[N+](=O)[O-])c2ccccc2c1=O	7	nt	-6	-7	1	-9	17	1
62	-7	nt	-0.3	Cc1ccc(S(=O)(=O)N(C)Cc2nc(-c3ccncc3)no2)cc1	14	108	4	-14	-10	2	4	8
63	6	-3	-0.9	COc1ccccc1NC(=O)N1c2ccccc2NC(=O)CC1C (stereo not drawn)	5	120	0	-5	-6	1	-2	-3
64	-8	nt	-0.3	N/C(=N\OC(=O)c1cccc2ccccc12)c1ccccn1	-4	103	-1	4	8	-18	-12	-12

Screening data as filed in PubChem BioAssay.
